# Assay outcomes as filed in PubChem BioAssay.
# Peg3 prom inh: reduces Peg3 promoter-driven luciferase expression in HeLa; 1.7% of 360,000 active; inhibition, % at 20 µM; HeLa PEG-Prom luciferase reporter, luminescence, overnight; AID 588405;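 active means inhibition of at least 50% at 20 µM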
# NR2E3 ag-1: agonists of human NR2E3 nuclear receptor | Q9Y5X4 | CHO-S Gal4-NCOR/VP16-NR2E3 two-hybrid, luciferase | inhibition of corepressor binding, % at 3.98 µM | 0.35% of 360,000 active | AID 602229;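 active means inhibition above the mean of all tested compounds plus 3 SD, cut at about 70% in these data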;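 further: 0% = DMSO with NR2E3 transfected cells and 100% = cells lacking NR2E3 construct; higher means lower luciferase signal from less NR2E3 corepressor binding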
# Target sequence (Q9Y5X4 whole entry, looked up, the tested form may be a part): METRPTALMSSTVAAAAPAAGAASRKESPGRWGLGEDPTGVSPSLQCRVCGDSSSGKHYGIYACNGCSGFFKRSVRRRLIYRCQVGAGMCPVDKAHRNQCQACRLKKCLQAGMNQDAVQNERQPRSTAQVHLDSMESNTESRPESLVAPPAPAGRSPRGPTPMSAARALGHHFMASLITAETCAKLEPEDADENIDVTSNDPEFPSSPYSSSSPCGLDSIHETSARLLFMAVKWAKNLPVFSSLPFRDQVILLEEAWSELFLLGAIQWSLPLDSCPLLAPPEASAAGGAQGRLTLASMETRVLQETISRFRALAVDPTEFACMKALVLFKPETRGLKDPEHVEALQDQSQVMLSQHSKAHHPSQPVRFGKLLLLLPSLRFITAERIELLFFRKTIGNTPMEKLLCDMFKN
# TRPM1 prom inh: reduces MITF-dependent TRPM1 promoter luciferase signal; SK-MEL-5 TRPM1 promoter luciferase, 24 h; inhibition, % at 12.5 µM; 0.83% of 330,000 active; AID 488899;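 active means mean inhibition across replicates of 60% or more, whatever share of single replicates reaches that level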; further: values of inactives mirror those of a sister screen read the other way
# TROY signal inh: TROY signaling inhibition. Q293 LMP1-TROYcd NF-kB luciferase reporter, 4 h. inhibition, % at 10 µM. 0.98% of 360,000 active;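 active means compounds whose plate-normalised and pattern-corrected inhibition of the luciferase reporter signal at the single screening dose is 50% or more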
# CF NFkB block: inhibitors of cystic fibrosis induced NF-kB. KKLEB NF-kB-GFP reporter, PAF-induced, GFP fluorescence overnight. inhibition, % at 5 µM. 0.86% of 360,000 active. AID 588850;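 active means at least 50% inhibition at 5 µM, scaled per plate between neutral and stimulator controls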;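 further: PAF is a Pseudomonas aeruginosa culture filtrate used as stimulus; plate controls were PAF-stimulated DMSO wells for no effect and unstimulated DMSO wells for full effect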
# TWEAK-Fn14 inh: TWEAK-Fn14 signaling inhibition; 2% of 360,000 active; TWEAK-stimulated Fn14 reporter cells, luciferase luminescence, 8 h; inhibition, % at 10 µM; in the data active means inhibition above about 50%
# HIF-2a inh: blocks HIF-2a reporter activity. 786-0 RCC cells HIF-2a reporter, luciferase luminescence, overnight. inhibition, % at 18.8 µM. 0.72% of 360,000 active;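 active means inhibition of the luminescence signal of 40% or more relative to plate controls, in a single-dose primary screen at 18.75 µM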
# KKLEB cytotox: CF airway cell cytotoxicity counter-screen; KKLEB CF airway cells viability, ATPlite luminescence, overnight; hits give low values; cells stimulated with P. aeruginosa culture filtrate; activity change (cytotoxicity), % at 5 µM; 0.36% of 360,000 active; AID 602141;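 active means corrected activity change at or below -50% at 5 µM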
# TRAIL sens C8: caspase-8 TRAIL sensitization; 1% of 360,000 active; AID 624354; inhibition (viability loss, TRAIL sensitization), % at 10 µM; NB7+C8 cells + TRAIL, ATPlite viability luminescence;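 active means compounds causing at least 50% loss of cell viability in the single-dose screen, relative to plate controls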
# NR2E3 ag-2: NR2E3 (human) agonism; AID 2300; GST-NR2E3/biotin-RetCOR TR-FRET, 1536-well; inhibition of corepressor binding, % at 4.78 µM; Q9Y5X4; 0.12% of 320,000 active;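 active means percent inhibition above the cutoff of mean plus 3 SD of all tested compounds, set per screening campaign, cut at about 20% in these data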;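 further: 0% = DMSO wells and 100% = biotin wells as full block of FRET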
#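 System: GST-tagged NR2E3 plus biotinylated RetCOR corepressor; Amount: 1.35 nM GST-tagged NR2E3 final; Dosing: single nominal compound dose of 4.8 µM; Schedule: 5 h incubation at 4 °C; Technique: TR-FRET with europium anti-GST and streptavidin-D2, 340 nm excitation; Controls: biotin wells as high control, 0.6% DMSO wells as low control.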
# Shn3 inh set2: reduces Shn3 3'UTR luciferase signal in osteoblasts; 0.52% of 360,000 active; AID 588674; inhibition, % at 12.5 µM; Clone20 osteoblast Shn3 3'UTR firefly luciferase, 24 h;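 active means mean inhibition of at least 75% with every replicate also reaching 75%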;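 further: 0% = median of neutral control wells and 100% = pilot-screen positive control compound; some compounds past the cut are filed as inactive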
# Active calls of the source: *; x = not tested or not shown. Some of the compounds tested; count on the stated rates, not on these rows.
SMILES,Peg3 prom inh,NR2E3 ag-1,TRPM1 prom inh,TROY signal inh,CF NFkB block,TWEAK-Fn14 inh,HIF-2a inh,KKLEB cytotox,TRAIL sens C8,NR2E3 ag-2,Shn3 inh set2
O=C(Oc1c(CN2CCOCC2)cc(Cl)c2cccnc12)c1ccc(F)cc1,40,7,64*,17,3,34,28,12,55*,2,60
Cc1cccc(NC(=O)c2nc[nH]c2C(=O)N[C@@H](C)c2ccccc2)c1,12,20,-1,9,-15,31,-7,2,1,-1,-1
O=C(CSc1nnc(-c2ccncc2)n1-c1ccccc1)NC1CC1,5,1,-5,5,-11,-4,4,23,15,3,4
COc1cc(C(=O)N2CCN(c3cc(Cl)ccc3Cl)CC2)cc(OC)c1OC,-36,-31,5,-1,38,29,23,-14,3,4,19
CCN(CC)S(=O)(=O)c1ccc(Br)c(OC)c1,13,-21,-2,-23,12,-6,10,-9,-11,-5,2
CCS(=O)(=O)Nc1cccc(C2=NN(S(C)(=O)=O)C(c3ccccc3)C2)c1 (configuration not stated),4,-18,15,8,6,2,-10,15,-1,-1,4
CCOC(=O)C1CCN(C(=O)COC(=O)Cc2ccc(Cl)cc2)CC1,-3,9,-18,23,18,-11,2,7,-12,-6,-15
O=C(CSc1nnc(-c2cccc(S(=O)(=O)N3CCCC3)c2)n1-c1ccccc1)Nc1cccc(C(=O)O)c1,-2,-11,0,-2,-6,-2,11,2,-11,-2,-2
O=C(NC1CCCCC1)C(c1ccncc1)N(C(=O)c1csnn1)c1ccc(F)cc1 (configuration not stated),5,-3,-6,-7,-2,-2,10,7,2,-1,-11
CC(C)/C=C1\CC/C(=C\c2ccc(N(C)C)cc2)C1=O,-312,-14,-59,2,-1,38,-273,1,10,1,-37
O=[N+]([O-])c1ccc(Sc2ccccn2)nc1,12,14,15,-3,-17,3,1,8,4,-1,-3
CCOC(=O)[C@]12CCC=C1N(Cc1ccc(Cl)cc1Cl)C(=O)[C@H](CC(=O)N1CCC(c3ccccc3)CC1)C2,x,-32,x,0,x,-6,3,x,12,x,x
Cn1c(Cn2c(=O)sc3ccccc32)nnc1SCC(=O)NCc1ccco1,7,-25,x,3,8,5,6,-5,-3,-2,-3
O=C(COc1ccc(-c2ccccc2)cc1)NNC(=O)Nc1ccccc1,-16,-5,-9,-8,-16,-3,-14,7,-7,-1,-3
COc1ccc2nc(C)cc(Nc3cccc(C(=O)O)c3)c2c1,3,5,6,0,-4,8,13,7,-7,5,15
COC(=O)N/N=C/c1cc(C)n(-c2cccc3ccccc23)c1C,14,-19,-7,-1,12,16,-7,7,3,2,2
CC(C)(C)c1ccc(S(=O)(=O)N2CCN(c3ncccn3)CC2)cc1,3,3,-2,-6,7,-8,7,-7,-2,1,31
COc1cccc(CNc2ccc(N3CCCCC3)cc2)c1OC,-64,-33,-32,3,12,-7,-78,1,15,1,22
N#Cc1ccc(C(=O)NC(=S)NC2CCCCC2)cc1,-50,-16,-28,-28,5,-14,-73,-3,-3,x,-34
CC(=O)NC(c1ccc(F)c(F)c1)c1nc(-c2cccc(C(F)(F)F)c2)cs1 (configuration not stated),-5,-9,x,-14,-4,-16,-29,-14,-7,x,-15
COc1ccc(C)cc1NS(=O)(=O)c1ccc2c(c1)NC(=O)C(C)S2 (configuration not stated),22,8,17,11,12,4,24,4,11,1,51
CC1=Nn2c(nnc2-c2cc(-c3ccccc3)n[nH]2)SC1,-4,20,11,6,-5,10,11,7,-10,1,-2
COc1ccc(C(CNC(=O)c2cccc(NS(=O)(=O)c3ccccc3)c2)N(C)C)cc1 (configuration not stated),-26,-3,-14,20,0,7,-47,1,26,2,-14
O=C(NC(Cc1c[nH]c2ccccc12)C(=O)Nc1ccc(F)c([N+](=O)[O-])c1)c1cccs1 (configuration not stated),6,-2,-8,-20,-9,-9,-11,-10,31,0,15
COc1ccc(NC(=O)CSc2nnc(CNc3ccc(F)cc3)o2)c(OC)c1,4,-23,9,-18,13,-1,-5,-8,-3,0,-26

# Structural class: the compounds so far containing a halogen (nine)
SMILES,Peg3 prom inh,NR2E3 ag-1,TRPM1 prom inh,TROY signal inh,CF NFkB block,TWEAK-Fn14 inh,HIF-2a inh,KKLEB cytotox,TRAIL sens C8,NR2E3 ag-2,Shn3 inh set2
O=C(Oc1c(CN2CCOCC2)cc(Cl)c2cccnc12)c1ccc(F)cc1,40,7,64*,17,3,34,28,12,55*,2,60
COc1cc(C(=O)N2CCN(c3cc(Cl)ccc3Cl)CC2)cc(OC)c1OC,-36,-31,5,-1,38,29,23,-14,3,4,19
CCN(CC)S(=O)(=O)c1ccc(Br)c(OC)c1,13,-21,-2,-23,12,-6,10,-9,-11,-5,2
CCOC(=O)C1CCN(C(=O)COC(=O)Cc2ccc(Cl)cc2)CC1,-3,9,-18,23,18,-11,2,7,-12,-6,-15
O=C(NC1CCCCC1)C(c1ccncc1)N(C(=O)c1csnn1)c1ccc(F)cc1 (configuration not stated),5,-3,-6,-7,-2,-2,10,7,2,-1,-11
CCOC(=O)[C@]12CCC=C1N(Cc1ccc(Cl)cc1Cl)C(=O)[C@H](CC(=O)N1CCC(c3ccccc3)CC1)C2,x,-32,x,0,x,-6,3,x,12,x,x
CC(=O)NC(c1ccc(F)c(F)c1)c1nc(-c2cccc(C(F)(F)F)c2)cs1 (configuration not stated),-5,-9,x,-14,-4,-16,-29,-14,-7,x,-15
O=C(NC(Cc1c[nH]c2ccccc12)C(=O)Nc1ccc(F)c([N+](=O)[O-])c1)c1cccs1 (configuration not stated),6,-2,-8,-20,-9,-9,-11,-10,31,0,15
COc1ccc(NC(=O)CSc2nnc(CNc3ccc(F)cc3)o2)c(OC)c1,4,-23,9,-18,13,-1,-5,-8,-3,0,-26

# A section from further up, for reference:
SMILES,Peg3 prom inh,NR2E3 ag-1,TRPM1 prom inh,TROY signal inh,CF NFkB block,TWEAK-Fn14 inh,HIF-2a inh,KKLEB cytotox,TRAIL sens C8,NR2E3 ag-2,Shn3 inh set2
O=C(Oc1c(CN2CCOCC2)cc(Cl)c2cccnc12)c1ccc(F)cc1,40,7,64*,17,3,34,28,12,55*,2,60
Cc1cccc(NC(=O)c2nc[nH]c2C(=O)N[C@@H](C)c2ccccc2)c1,12,20,-1,9,-15,31,-7,2,1,-1,-1

# Carrying on:
SMILES,Peg3 prom inh,NR2E3 ag-1,TRPM1 prom inh,TROY signal inh,CF NFkB block,TWEAK-Fn14 inh,HIF-2a inh,KKLEB cytotox,TRAIL sens C8,NR2E3 ag-2,Shn3 inh set2
COc1ccc(C(=O)OCC(=O)NCC2CCCO2)cc1[N+](=O)[O-] (configuration not stated),-6,16,4,-5,9,17,13,4,6,2,4
O=C(NN=C1CCCCCC1)c1ccc(Br)o1,-3,-58,3,-39,7,-1,-8,8,-8,-7,-4
COc1cc(C2C(C(C)=O)=C(C)Nc3ncnn32)ccc1O (configuration not stated),11,-9,-4,19,8,6,18,7,-14,-1,-3
Cc1c(C(=O)NCCCN2CCOCC2)sc2nc(-c3ccc(F)cc3)cn12,-39,8,-15,-7,3,4,-55,-9,6,-3,9
CN(C)/C(=N\S(=O)(=O)c1ccccc1)c1ccc([N+](=O)[O-])cc1,5,0,-2,15,3,5,7,-9,-10,-1,17
N#Cc1ccccc1S(=O)(=O)N1CCN(C(=O)c2cc(-c3ccccc3)nn2-c2ccccc2)CC1,34,16,19,4,-12,31,24,6,9,4,3
COc1ccccc1C(=O)NNC(=O)c1ccc(Br)cc1,-60,-34,3,-8,3,4,-83,11,19,-2,-11
CC1(c2nnc(-c3cccc(Cl)c3)o2)CC(c2c(Cl)cccc2Cl)=NO1 (configuration not stated),-16,-8,1,-23,-12,-29,-34,7,4,-1,9
Cc1nn(C)c(C(=O)Nc2cccc(Nc3ccccc3)c2)c1[N+](=O)[O-],5,4,-9,8,-8,3,-1,2,28,0,12
COc1cc(OC)cc(C(=O)N[C@H](C(=O)NNC(=O)c2ccc(Br)cc2)C(C)C)c1,10,-17,13,-13,-8,8,8,-8,-2,x,-9
CCOc1ccc(N2CC(O)(c3cccs3)[N+]3=C2CCCC3)cc1 (configuration not stated),8,27,3,21,-17,-14,13,-4,2,0,64
CC(=O)c1cccc(NC(=O)c2cnn(-c3ccccc3)c2C)c1,-227,-132,-89,-40,3,-3,-263,2,14,0,-121
CCC1CCCCN1CCCNC(=O)C1CCCN(S(=O)(=O)N2CC(C)CC(C)C2)C1 (configuration not stated),11,7,-8,12,-12,-9,4,11,16,-2,13
O=C(Nc1cc(C(F)(F)F)ccc1N1CCOCC1)c1cccc(S(=O)(=O)N2CCOCC2)c1,13,-18,x,0,34,-13,-5,-19,-13,x,-12
O=c1[nH]cc(S(=O)(=O)NCc2ccccc2)c(=O)[nH]1,-12,-27,2,8,10,-8,-7,-2,-2,2,9
Cc1ccc(OCC(=O)NCc2ccc3c(c2)OCO3)c([N+](=O)[O-])n1,6,14,12,9,-10,-26,15,-8,-6,0,-4
CCc1ccc(CN(C)C(=O)CCc2nnc(Cc3cccc(C)c3)o2)nc1,8,-21,4,-1,-14,6,-5,7,-4,4,-8
Cc1ccc(S(=O)(=O)N(CCC(=O)NCC(c2ccccc2)N(C)C)c2ccccc2)cc1 (configuration not stated),10,-14,5,2,14,0,7,2,-9,x,-69
O=C(NNc1ncccc1Cl)c1c(Cl)cccc1Cl,14,15,4,4,12,-12,9,-6,4,2,-10
CCN(CC)C(=O)CSc1nc(N)c2c3c(sc2n1)CC(C)CC3 (configuration not stated),-175,-5,-23,-42,1,-11,-198,-11,23,-1,-14
COc1ccc(S(=O)(=O)Nc2cccc3c2O[C@@H](CN(C)Cc2ccc(C(=O)O)cc2)[C@@H](C)CN([C@H](C)CO)C3=O)cc1,-1,-50,-7,-10,16,-7,3,-6,-6,x,2
CN(C)C(CNC(=O)C1CCN(S(=O)(=O)c2ccc(Cl)cc2)CC1)c1ccccc1 (configuration not stated),-6,-4,-7,5,18,10,-8,-4,1,2,-6
COc1ccccc1N(CC(=O)NCc1ccccc1)C(=O)CCC(=O)Nc1nccs1,6,-2,3,-11,-8,5,19,10,-6,4,1
CC(O)c1c(OCc2ccccc2)ncnc1OCc1ccccc1 (configuration not stated),7,17,0,x,29,4,-31,0,10,1,21
COc1ccc(S(=O)(=O)Nc2cccnc2)cc1OC,-49,-25,8,3,20,-7,-24,-4,-6,-1,-14
